Yfh1-off respiration: enhancers of respiration in Yfh1-depleted yeast, dose response, Friedreich's ataxia, plus single-dose screen (AID 1465); S. cerevisiae Yfh1-off respiration, WST-1 reduction, 72 h; higher fold induction means a stronger effect; one-dose fold induction at 50 µM; EC50 in µM for titrated hits; 0.074% of 220,000 active;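 active = fold induction of absorbance versus untreated yeast above a set limit, then at least 30% activation at any dose in follow-up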;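 note: activators that raise dye reduction in frataxin-depleted yeast; strong numbers were not always called active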
AID2073: inhibitors of Mint1-CaV2.2 protein interaction, biochemical, HTRF (AID 2073); HTRF protein-protein interaction, Mint1-CaV2.2; higher % means a stronger effect; one-dose inhibition, % at 20 µM; IC50 in µM for titrated hits; 0.19% of 290,000 active; in the data active = inhibition mostly above about 51%, no sharp cut-off; note: some results filed as inactive read as strong as hits
b-catenin transl: alters nuclear translocation of beta-catenin in HeLa cells; immunofluorescence imaging; nuclear translocation activity, % at 5 µM; 0.3% of 190,000 active;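 active = nuclear translocation activity above 50% at 5 µM, with a well cell count of 50 or more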;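 note: per-cell ratio of nuclear to cytoplasmic median beta-catenin stain intensity; plate controls were DMSO negative control for no effect and GSK-3 inhibitor IX positive control for full effect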
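Read-out: Nuclear/cytoplasmic beta-catenin signal ratio, % activation | Assay system: Human HeLa cell line | Times: 24 h compound exposure at 37°C, 5% CO2 | Signal: Fluorescence imaging of beta-catenin antibody stain plus DAPI | Dosing: 5 µM primary, 0.02–20 µM confirmation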
MT stabilizer: microtubule stabilizers in HeLa cells. HeLa tubulin immunostaining HCS, 24 h; share of cells brighter than vehicle mean+2SD. % tubulin-high responders, % at 10 µM. 0.83% of 200,000 active. AID 2205;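 active = plate Z-score above 3 for both tubulin-high and condensed-nucleus cell shares, with cell loss under 80%, at 10 µM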;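 note: anti alpha tubulin signal scored within the nucleus-defined area of each cell; some results filed as inactive read as strong as hits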
Autophagy HCS: autophagy modulation, high-content screen | 0.98% of 190,000 active | calls only at 10 µM (by protocol) | MEF GFP-LC3 puncta imaging; test concentration mostly 10 µM;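 active = percentage of spot-positive cells more than 3 SD above its plate mean, without a fluorescence outlier flag or 80% toxicity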;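 note: spot-positive cell cutoff set from DMSO-treated cells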
Insulin prom up: MIN6 insulin promoter up-regulation | MIN6 insulin promoter-GFP reporter, high-content imaging; active compounds read high | z-score at 5 µM | 0.3% of 190,000 active;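 active = z-score above 3 at 5 µM with at least 500 cells counted in the well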
HIV peptide binding: cell-free HIV fusion peptide-binding blockers – biochemical, uHTS, fluorescence dequenching, primary screen (AID 1986); cell-free peptide binding, fluorescence dequenching, 30 min; higher % means a stronger effect; inhibition, % at 20 µM; hits with a dose series show IC50 in µM; 0.3% of 290,000 active; in the data active = inhibition mostly above about 52%, no sharp cut-off; inactive = mostly below about 76%; note: some results filed as inactive read as strong as hits
WT yeast gro inh: growth inhibition of WT yeast, mitochondrial fusion screen | 2.1% of 190,000 active | mitochondrial fusion phenotypic screen, WT strain | inhibition, % at 10 µM | AID 1362; in the data active = inhibition above about 58%; tested in S. cerevisiae
Dynein transport: dynein cargo transport inhibition; 0.47% of 220,000 active; 3617.4 mouse cells, GR-EGFP nuclear translocation imaging; test concentration mostly 20 µM; stimulated with dexamethasone, 1 µM; active compounds read low; z-score, hits read low;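 active = plate z-score of nuclear minus cytoplasmic receptor signal below a set negative limit, without overly bright fluorescence or cell loss, cut at about -3.5 in these data, passing the limit was not always enough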;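 note: z-score of nuclear minus cytoplasmic ring GR-EGFP intensity difference per well; some compounds called inactive have numbers as strong as hits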
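Medium: Induction medium lacking tetracycline, stripped serum | Probe or stimulus: 1.0 µM final dexamethasone stimulus | Schedule: 48 h induction, then 1 h compound, then 30 min agonist, 37 °C | Signal: Automated 10x imaging of fixed Hoechst-stained cells | Evaluation: Per-cell GR-EGFP intensity, nucleus versus surrounding cytoplasmic ring, well-averaged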
WT yeast gro inh mutant strain: recorded beside WT yeast gro inh, whose call it bears; inhibition, %; mitochondrial fusion phenotypic screen, mutant strain inhibition
Dynein transport cytoplasmic EGFP: further read-out of Dynein transport, marked with its call; z-score; measured here: cytoplasmic GR-EGFP intensity; active compounds read high
Dynein transport nuclear GR-EGFP: also measured in Dynein transport; calls as there; z-score; measured here: nuclear GR-EGFP intensity;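 lower value marks the stronger effect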
Dynein transport cell count: recorded beside Dynein transport, whose call it bears; z-score; measured here: cell count per field
Insulin prom up cell count: second read-out of Insulin prom up, no call of its own (marks repeat the call); cell count; measured here: cytotoxicity, nuclei count;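 total cells summed across four imaged fields per well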
b-catenin transl cell count 5 µM: second read-out of b-catenin transl, no call of its own (marks repeat the call); cell count; measured here: cell count, cytotoxicity flag
MT stabilizer Hoechst-high %: further read-out of MT stabilizer, marked with its call; % Hoechst-high responders; measured here: nuclear condensation Hoechst responders;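 share of cells brighter than vehicle mean plus two SD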
MT stabilizer cytotoxicity %: second read-out of MT stabilizer, no call of its own (marks repeat the call); toxicity, %; measured here: cytotoxicity by cell density;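 0% = mean cell density of plate MIN control wells and 100% = no cells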
Autophagy HCS cell loss 18 h: recorded beside Autophagy HCS, whose call it bears; toxicity, %; measured here: cell loss, nuclei count;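 cell loss after 18 h compound exposure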
* hit, by the source's call; i = inactive; x = no result given; + = active, no number.

SMILES	Yfh1-off respiration	AID2073	b-catenin transl	b-catenin transl cell count 5 µM	MT stabilizer	MT stabilizer Hoechst-high %	MT stabilizer cytotoxicity %	Autophagy HCS	Autophagy HCS cell loss 18 h	Insulin prom up	Insulin prom up cell count	HIV peptide binding	WT yeast gro inh	WT yeast gro inh mutant strain	Dynein transport	Dynein transport cytoplasmic EGFP	Dynein transport nuclear GR-EGFP	Dynein transport cell count
CCc1cccc(NS(=O)(=O)c2ccc3c(c2)NC(=O)CC(=O)N3)c1	i	-6%	0.2	1117	1.7	0.7	4.7	i	19	0.63	1265	-1.3%	2	-6	-0.74	-0.22	-0.19	0.77
CC(C)(C)OC(=O)C1C(=O)CC(C)(O)C(C(=O)OC(C)(C)C)C1c1ccco1 (stereo not drawn)	i	0%	-2.3	1039	3.4	1.6	3.8	i	-2	-0.07	1101	-2.1%	-4	-29	-0.57	-0.2	0.049	-0.21
CN(C)S(=O)(=O)c1ccc(Cl)c(NC(=O)COC(=O)/C=C/c2ccco2)c1	i	13%	-1.9	1101	12	2.0	5.4	i	8	-0.24	1269	-0.2%	-19	16	-0.55	-0.26	-0.028	0.27
CC(C)(C)S(=O)(=O)c1cnc2c(S(=O)(=O)c3ccccc3)cnn2c1N	i	-9%	1.3	1095	6.1	2.4	11	i	-5	-0.71	1178	-1.9%	3	1	-0.9	-0.35	-0.1	0.36
c1ccc2nc(SCc3cn4ccccc4n3)cnc2c1	i	4%	-1.6	1092	2.0	2.0	2.4	i	-5	-0.82	1291	0.0%	-3	35	-0.47	-0.22	0.081	0.65
C#CCOCCOCCOCCNc1nc(N2CCN(C(=O)[C@H](CCC(=O)O)n3cc(C(N)CC(C)C)nn3)CC2)nc(N2CCN(C(=O)[C@H](CCC(=O)O)n3cc(C(N)[C@H](C)CC)nn3)CC2)n1 (stereo partly drawn)	i	5%	-1.5	1153	4.3	2.3	6.8	i	14	-0.57	1414	-0.8%	-28	-23	-1.1	-0.28	-0.3	-0.087
Cc1cc(=O)[nH]c2c(N=Nc3ccc(O)cc3)c(N)nn12	i	-16%	-0.9	1035	4.4	2.0	4.4	i	16	x	x	-0.5%	-2	6	-0.36	-0.24	0.12	0.01
CCOC(=O)C1CCCN(C(=O)c2cc3c(-c4cccc(OC)c4)nn(C)c3s2)C1 (stereo not drawn)	i	1%	-1.5	1134	32	10	51	i	7	-1.6	1333	-2.8%	19	24	1.7	-0.2	1.7	-0.77
O=C1C2C3c4ccccc4C(c4ccccc43)C2C(=O)N1Cc1ccco1 (stereo not drawn)	i	-2%	0.6	1177	x	x	x	x	x	0.6	1390	1.4%	0	5	x	x	x	x
CNC(=S)N/N=C(\C)c1ccc2c(c1)OCO2	i	4%	-0.9	1125	3.1	2.1	6.2	i	3	-0.63	1126	1.8%	-5	25	0.18	-0.34	0.39	0.42
COc1cccc(NC(=O)N2CCN(c3nc(-c4cccc(OC)c4)cs3)CC2)c1	i	-23%	1.3	1257	x	x	x	x	x	-0.39	895	-0.6%	x	x	1.9	-0.51	1.1	-2.3
CNc1c(C(=O)O)ccc2c1C(=O)c1ccccc1C2=O	i	-11%	-0.5	913	4.5	1.4	5.3	i	12	x	x	4.3%	41	36	0.94	-0.13	0.58	-0.44
O=[N+]([O-])c1ccc(S(=O)(=O)Nc2nc3ccccc3nc2Nc2ccccc2)cc1	i	17%	-3.9	1069	2.9	2.7	5.2	i	12	-0.28	1182	1.0%	-4	-42	-0.11	-0.021	0.031	-0.71
CN(C)c1ccc(P(=O)(OCc2ccccc2)C(O)c2ccccc2)cc1 (stereo not drawn)	i	6%	-0.8	1249	x	x	x	x	x	-0.16	1440	0.2%	x	x	0.98	-0.22	0.68	-0.26
Cc1nc(SCC(C)C)[nH]c(=O)c1Cc1ccccc1	i	-8%	-2.8	946	1.7	3.2	6.9	+	-20*	0.75	1276	0.0%	-19	-6	0.48	-0.31	0.81	0.33
O=c1[nH]c(CSc2nnnn2-c2ccc(Cl)cc2)nc2ccccc12	i	4%	-1.0	1090	2.5	1.4	8.1	i	10	0.33	1192	6.6%	7	-15	0.45	-0.15	0.4	-0.58
CCC(C)[C@H](NC(=O)Nc1cccc(OC)c1)C(=O)OC (stereo partly drawn)	i	-4%	1.5	1105	0.5	0.8	5.9	i	-1	-0.08	1236	2.9%	-11	-2	-0.24	-0.21	-0.12	0.48
C/C(=N/NC(=O)c1ccc(Br)o1)c1ccc(C)o1	i	7%	-3.2	548	5.9	6.3	8.1	i	-8	0.24	1176	-0.5%	-7	-8	-0.58	-0.31	-0.67	1.2
COCCNc1nc(-n2nc(C)cc2C)nc2sc3c(c12)CCCC3	x	-8%	0.8	1231	9.0	4.8	1.8	i	4	-4.2	1002	-3.6%	19	0	-0.83	0.067	-0.26	0.3
Cc1ccc(SCc2[nH]nc3c2C(c2ccco2)C(C#N)=C(N)O3)cc1 (stereo not drawn)	i	-3%	0.1	1057	3.8	2.0	6.6	i	0	-0.51	1245	14%	2	3	-0.18	-0.084	-0.08	0.93
CC1CC(=S)Nc2ccccc2S1 (stereo not drawn)	i	1%	-0.6	1186	2.7	1.9	3.7	i	-4	x	x	1.5%	7	1	-0.043	-0.23	-0.041	0.91
C=CCSc1nc2c(c(=O)[nH]c(=O)n2C)n1Cc1ccc(C)cc1	x	-18%	1.9	1009	1.8	1.4	14	i	-5	-1.6	1067	-1.7%	17	5	1.7	-0.11	1	-0.75
O=C(Cc1cccs1)Nc1ccc(S(=O)(=O)N2CCCCC2)cc1	i	30%	0.0	1033	2.8	1.4	14	i	5	0.39	999	7.4%	15	12	0.26	-0.26	-0.58	-0.3
O=C(NNC(=O)c1cccnc1)Nc1cccc(Cl)c1Cl	i	-1%	-1.6	1152	7.2	2.5	5.4	i	0	-0.16	1583	1.6%	11	3	-0.87	-0.25	-0.24	0.99
O=C(NC(Cc1ccccc1)C(=O)O)c1ccco1 (stereo not drawn)	i	-10%	0.1	1590	1.4	1.2	7.9	i	-15	x	x	-1.4%	-9	-9	-0.45	-0.3	0.15	0.66
C/C(=N\NC(=S)NC(C)C)c1ccc(Cl)s1	i	-4%	-1.2	1054	1.9	3.5	9.3	i	-11	1.4	1349	-2.4%	25	9	-0.057	-0.037	-0.11	-0.27
Fc1nc(N2CCCC2)c(F)c(Oc2ccccc2Oc2c(F)c(F)nc(N3CCCC3)c2F)c1F	i	32%	x	x	3.2	1.5	6.3	i	-10	x	x	-1.9%	-9	13	-0.24	-0.23	-0.25	0.052
CNC(=O)C1CC(=O)N(CCc2ccccc2)C(=Nc2ccc(OC)cc2)S1 (stereo not drawn)	i	-4%	2.5	1023	6.8	1.5	0.5	i	5	-0.31	1035	-1.4%	-2	-12	-0.2	-0.22	-0.22	0.18
O=S(=O)(Cc1ccccc1)Nc1ccc(S(=O)(=O)N2CCCC2)cc1	i	-6%	-0.3	1338	x	x	x	x	x	-0.75	1001	1.1%	x	x	-0.7	-0.27	0.051	0.6
Cc1ccc(C(=O)Nc2ccccc2C(=O)NC(Cc2c[nH]c3ccccc23)C(=O)O)cc1 (stereo not drawn)	i	23%	0.3	1500	1.6	1.3	0.5	i	-1	x	x	27%	11	0	1.3	1.3	0.83	-0.87
CCCc1cc(=O)oc2c(C)c(OS(C)(=O)=O)ccc12	i	x	x	x	3.9	3.3	0.3	i	-34	x	x	x	x	x	0.16	-0.14	0.64	0.96
COC(=O)[C@H](C)NC(=O)NCc1ccco1	i	-1%	-1.0	958	3.9	3.1	10.0	i	-8	0.35	1205	0.3%	-2	-29	2.4	-0.022	1.9	-2.2
O=S(=O)(c1ccc(Cl)cc1)N1CCC(n2cnc3cc(C(F)(F)F)ccc32)CC1	i	x	x	x	5.5	1.7	8.9	i	6	x	x	x	x	x	3	-0.19	1.5	-2
CC(C)(C)NC(=S)NC(=O)C12CCC3CC(CC(C3)C1)C2	i	2%	-4.7	1062	3.9	2.6	7.9	i	18	-1.2	1650	1.4%	73*	45*	-0.59	-0.33	-0.29	1
Cc1cc(C)c2c(n1)sc1c(=O)n(CC(=O)c3ccccc3)cnc12	i	2%	1.4	1268	x	x	x	x	x	-0.21	1023	8.0%	x	x	-0.58	-0.24	0.019	0.49
COCCNC(=O)COc1ccc(C)cc1C(=O)c1cc(C#N)c(=O)n(C2CC2)c1	i	6%	0.1	1085	5.4	1.4	0.8	i	10	-0.22	1185	1.2%	16	-1	-1	5.3	0.63	-0.14
O=C(NCCCl)Nc1cccc(Br)c1	i	-3%	0.6	1536	3.7	3.2	3.1	i	25	-0.68	1492	1.3%	-2	-7	-0.43	0.38	0.025	0.71
O=C(Nc1ccc(N2CCOCC2)cc1)c1ccc2nc(-c3ccco3)c(-c3ccco3)nc2c1	i	47%	-0.4	1052	4.4	1.5	5.1	i	-8	-0.31	1990	3.4%	3	-12	0.23	0.36	-0.45	0.72
Cc1cc(C)n(CCC(=O)N=Nc2c(O)[nH]c3ccccc23)n1	i	4%	0.3	1304	x	x	x	x	x	x	x	2.1%	x	x	-0.37	-0.24	0.4	0.057
Cc1ccccc1/C=N/Nc1ccnc2cc(Cl)ccc12	i	-2%	0.3	553	3.9	2.0	3.0	i	-4	-0.27	1340	-10%	98	98	-0.65	-0.25	-0.62	0.73

Screening results from PubChem.
